MsrA inhibitor: bovine MsrA enzyme inhibitors, primary screen, biochemical, absorbance, HTS; Methionine sulfoxide reductase A (Bos taurus); purified bovine MsrA, absorbance read-out; inhibition, % at 15.5 µM; 360,000 tested, 0.75% active; AID 651718, 2012; in the data active = inhibition above about 4.5%;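 also: 0% = vehicle wells with enzyme and 100% = reference inhibitor wells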
Rin1 Abl inh: inhibitors of Rin1-Abl protein binding, primary screen, biochemical, TR-FRET; inhibition, % at 7.35 µM; 360,000 tested, 0.4% active; AID 588664, 2011; in the data active = inhibition above about 5%, passing the limit was not always enough
CSN inh: inhibitors of CSN-mediated cullin deneddylation, primary screen, biochemical, fluorescence polarization, uHTS. COP9 signalosome complex subunit 5 (Homo sapiens), Q92905. Purified CSN, SCF-Nedd8-OG deneddylation. inhibition, % at 12.5 µM. 360,000 tested, 0.38% active. AID 651999, 2013;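 active = pattern-corrected inhibition above about 35%, with an unprinted fluorescence ratio check between 0.5 and 1.5, limit read from the data, passing the limit was not always enough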;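 also: 0% = enzyme with substrate and 100% = substrate without enzyme; some results filed as inactive read as strong as hits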
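Material: purified human Csn5 enzyme expressed in HEK293T cells / Medium: Tris buffer pH 7.5, NaCl, DTT, Tween-20, trehalose, ovalbumin / Compound dosing: 12.5 µM single point / Schedule: 90 min incubation of compound, enzyme and substrate at room temperature / Signal: fluorescence polarization of the substrate / Control set: no-enzyme wells high, enzyme-with-substrate wells low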
PABP1 MLLE inh: inhibitors of PABP1 MLLE–PAM2 peptide binding, primary screen, biochemical, fluorescence polarization, FITC-PAM2, GST-MLLE | inhibition, % at 20 µM | 360,000 tested, 0.36% active; in the data active = inhibition above about 35%, passing the limit was not always enough;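 also: plate controls were DMSO wells with GST-MLLE for no effect and wells lacking GST-MLLE protein for full effect; some results filed as inactive read as strong as hits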
FAS TE block: FAS thioesterase domain inhibitors, primary screen, biochemical, fluorescence intensity, uHTS; Fatty acid synthase (Homo sapiens), P49327; recombinant FAS-TE, OMFH fluorogenic substrate, fluorescence endpoint; 360,000 tested, 0.67% active; AID 602261, 2012; inhibition, % at 15 µM;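 active = compounds whose normalised, plate-corrected inhibition of enzyme fluorescence in the single-dose primary screen is 50% or more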;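 also: 0% = DMSO with enzyme and 100% = substrate without enzyme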
MT1-MMP act inh: blockers of MT1-MMP proenzyme processing, primary screen, HT1080 RFP-PRO-GFP cells, GFP/RFP fluorescence; GFP/RFP ratio fluorescence, overnight; percent of plate control window, DMSO zero; GFP/RFP ratio change, % at 20 µM; 360,000 tested, 0.061% active; AID 651647, 2012;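 active = GFP/RFP ratio change of at least 30% with cell ATP level not reduced by more than half and red fluorescence within 50% of control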; also: strong numbers were not always called active
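Assay system – RFP-PRO-GFP reporter HT1080 cells · Compound dosing – single dose of 20 µM compound, 1% DMSO final · Incubation – overnight compound exposure at 37 °C · Measure – GFP/RFP fluorescence ratio · Benchmarks – DMSO wells and RFP-L50D-GFP cells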
Rpn11 inh: Rpn11 (PSMD14) deubiquitinase inhibitors, primary screen, biochemical, fluorescence polarization, uHTS | 26S proteasome non-ATPase regulatory subunit 14 (Homo sapiens), O00487 | AID 588493, 2011 | human 26S proteasome, Ub4-pepOG fluorescence polarization; 20S core pre-blocked with epoxomicin | calls only at 20 µM | 360,000 tested, 0.59% active;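 active = inhibition at 20 µM, scaled to each plate's controls, above about 33%, limit read from the data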
MsrA act: bovine MsrA enzyme activators, primary screen, biochemical, absorbance, HTS. Methionine sulfoxide reductase A (Bos taurus). purified bovine MsrA, absorbance read-out. activation, % at 10.6 µM. 360,000 tested, 0.3% active; in the data active = activation above about 7.5%;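 also: 0% = vehicle and 100% = reference activator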
eLon inh: inhibitors of E. coli Lon protease, primary screen, biochemical, fluorescence polarization | P0A9M0 | purified E. coli Lon protease | inhibition, % at 7.94 µM | 360,000 tested, 0.42% active; in the data active = inhibition above about 13%, passing the limit was not always enough;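 also: 0% = enzyme with probe and DMSO and 100% = no enzyme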
* hit, by the source's call; i = inactive; x = no result given; + = active, no number.

Structure,MsrA inhibitor,Rin1 Abl inh,CSN inh,PABP1 MLLE inh,FAS TE block,MT1-MMP act inh,Rpn11 inh,MsrA act,eLon inh
O=C(CCCN1C(=O)c2cccc3cccc(c23)C1=O)N1CCN(c2ccc(F)cc2)CC1,2.6,-4.2,-1.1,-0.1,20.1,-0.6,i,-4.1,1.0
Cc1nc2sccn2c(=O)c1S(=O)(=O)N1CCN(c2cccc(C(F)(F)F)c2)CC1,2.4,4.4,-4.6,4.7,17.7,-2.5,i,-1.3,-5.1
CN(C)CCCNc1oc(-c2ccccc2Cl)nc1S(=O)(=O)c1ccccc1,1.0,-0.7,0.5,14.9,-2.4,2.1,i,-0.3,-3.0
CCOc1ccc(CN(C)CC(=O)NCc2ccccc2Cl)cc1,-0.7,-2.1,-7.3,-1.6,2.5,-1.7,i,-10.2,10.2
COc1ccc(OC)c(NC(=O)CCNC(=O)c2ccco2)c1,-1.1,-2.4,1.4,0.6,-3.6,0.9,i,0.6,5.4
CC(C)Oc1cccc(C(=O)Nc2ccc(N3CCN(S(C)(=O)=O)CC3)cc2)c1,1.2,-0.1,2.3,9.3,-7.6,3.1,i,-2.1,-4.0
Cn1c(=O)[nH]c(=O)c2c1nc(N1CCC(Cc3ccccc3)CC1)n2Cc1ccccc1,x,0.4,5.1,1.1,21.6,-2.3,i,-0.7,-1.6
CC(=O)Nc1ccc(S(=O)(=O)NCCC(=O)Nc2ncccc2C)cc1,-1.1,5.3,-2.5,18.3,-3.8,4.7,i,-2.5,-5.1
NC(=O)c1ccc(NC(=O)COC(=O)/C=C/c2cccs2)cc1,1.7,3.6,0.7,-1.3,-1.7,-2.4,i,-2.4,-1.8
Cc1ccc(C(=O)c2c3ccccc3[n+]([O-])n2CCO)cc1,0.9,-3.8,-2.8,0.9,-11.7,5.0,i,-1.2,13.6
O=S(=O)(Nc1ccc2nc(N3CCOCC3)sc2c1)c1ccccc1,-1.7,-1.7,-2.7,-0.7,-4.8,5.0,i,-2.6,1.0
Cc1ccc(C(=O)N2CCC3(CC2)Oc2ccc(F)cc2C(=O)C32CC(c3ccccc3)=NO2)s1 (stereo not given),-0.1,-0.2,2.1,-4.5,71.8*,-0.6,i,-2.4,0.7
O=C(CC(NC(=O)C(F)(F)F)c1ccccc1)Nc1nnc(CCc2ccccc2)s1 (stereo not given),-0.3,2.9,-0.7,13.4,4.9,5.7,i,-7.2,-1.0
CCc1ccc(-c2cc(C(=O)N/N=C/c3ccccn3)[nH]n2)cc1,1.1,-2.2,1.7,7.0,5.9,1.2,i,-4.9,4.0
COc1ccccc1N1CCN(S(=O)(=O)CCNC(=O)C2CCCCC2)CC1,-0.6,2.1,1.7,9.6,-1.7,22.6,i,-9.9,-9.3
Cc1c(OCC(=O)NC2CC(C)(C)NC(C)(C)C2)ccc2c3c(c(=O)oc12)CCC3,1.0,-2.4,-4.8,-10.8,-5.3,3.7,i,-2.9,-7.1
Cc1cc(C)nc(SCc2c(F)cccc2Cl)n1,-1.0,1.7,-0.8,-3.1,25.4,-1.8,i,-2.7,-2.0
O=C(CNCc1ccccc1Cl)Nc1cc(S(=O)(=O)N2CCOCC2)ccc1Cl,1.1,3.0,-1.4,-7.6,9.5,3.0,i,-7.2,-13.9
O=C(O)CNC(=O)c1ccc(OC(F)F)cc1,-0.5,4.8,0.3,0.5,-4.4,9.9,i,-3.0,-4.1
O=c1[nH][nH]c2c1[C@H](c1ccc(Cl)cc1)O[C@H](C1CCCC1)C2,1.7,x,-1.5,x,-33.3,10.5,x,-4.1,9.4
c1ccc(CNC2CC3CCC2C3)cc1 (stereo not given),-1.7,3.8,2.7,3.4,-6.9,2.5,i,-0.4,-5.4
CC(=O)N1c2ccc3ccccc3c2C(C)CC12CCCCC2 (stereo not given),-0.7,1.4,1.6,5.0,14.8,-7.9,i,0.3,0.1
CN(C)C(=O)CCc1ccc2c3c([nH]c2c1)[C@]1(CCc2ccccc2)[C@@H](C(=O)N2CCCCC2)C[C@H](CC(=O)NC(C)(C)C)C(=O)N1CC3,-0.9,-1.7,-0.6,-15.8,-0.2,-3.9,i,-2.6,-4.7
Cc1ccccc1C(=O)NN1C(=O)CSC1=S,1.1,-12.3,-10.4,-8.7,-14.7,4.0,i,-5.6,-14.6
O=C(Nc1cccc(C(F)(F)F)c1)C1=CC=CN2CCS(=O)(=O)N=C12,2.0,2.2,1.8,3.7,-3.9,1.8,i,-2.4,-4.8
CCOC(=O)CC(=O)CSc1ncc(C(=O)OCC)c(N)n1,-0.6,3.0,-1.1,36.1,-3.5,-2.0,i,-1.0,-4.4
O=C(NCCCCCCNC(=O)c1ccc(Br)s1)c1ccc(Br)s1,0.5,-5.8,-1.0,-2.0,-3.0,5.5,i,-1.1,11.3
C=CCc1cccc(CNc2cnc3ccccc3c2)c1O,0.4,1.1,3.2,-0.6,6.4,7.4,i,-3.6,0.1
COc1ccccc1N1CCN(c2nc3ccccc3nc2C(C#N)C(=O)OC(C)C)CC1 (stereo not given),1.7,1.4,1.7,0.2,47.9,-7.6,i,-2.0,-1.6
CS(=O)(=O)Nc1ccccc1C(=O)OCC(=O)NCc1cccs1,0.2,1.3,-0.7,-10.4,-3.1,0.9,i,-2.4,9.6
COc1cccc(NC(=O)C2CCCN2C(=O)Nc2ccccc2)c1 (stereo not given),-0.1,0.3,2.0,11.8,-7.4,3.3,i,0.2,4.4
CO/N=C(/CS(=O)(=O)Cc1ccccc1Cl)c1ccc(Cl)cc1Cl,-1.6,-0.1,-5.5,-1.9,25.4,-8.9,i,0.8,8.6
O=C(C1=C(O)C(=O)N(c2ncccn2)C1c1ccc(Cl)c(Cl)c1)c1ccco1 (stereo not given),-0.4,4.3,48.3*,-36.6,-0.2,-37.0,+,-5.8,-49.9
CCc1noc(C)c1C(=O)Nc1nc2ccc(OC)cc2s1,0.3,-0.4,-3.8,-3.4,2.1,18.3,i,-12.0,4.4
Cc1ccc(C(=O)OCc2nc(N)nc(Nc3ccccc3C)n2)cc1,-0.8,-4.3,-1.0,-21.5,-6.4,3.3,i,-0.8,-7.6
Cc1cnc(C(=O)OCC(=O)N=c2sccn2Cc2ccccc2Cl)cn1,-0.2,2.4,-5.3,-38.8,-6.2,-4.1,i,-2.4,-0.9
CCCCn1c(N)c(N(CCC(C)C)C(=O)C2CC(=O)N(CCc3ccc(OC)c(OC)c3)C2)c(=O)[nH]c1=O (stereo not given),-1.3,2.6,2.5,-0.8,-5.6,4.3,i,-7.3,-10.2
COc1ccc(N2CCN(C(=O)CN3CCN(c4nc(-c5ccc(F)cc5)cs4)CC3)CC2)cc1,-0.1,-0.3,-4.2,-8.9,33.3,-8.2,i,-2.8,4.1
O=C(CSc1nc2ccc(Nc3nc(N4CCOCC4)nc(N4CCOCC4)n3)cc2s1)Nc1ccccc1Cl,0.4,2.2,2.3,-66.3,9.5,-0.7,i,-1.1,-9.1
COc1ccc(S(=O)(=O)n2nc(OC(=O)c3ccccc3)cc2N)cc1,1.1,-0.4,2.4,-3.0,2.6,11.9,i,-4.5,6.7

Some of these compounds in order of length of the SMILES, low to high.
Structure,MsrA inhibitor,Rin1 Abl inh,CSN inh,PABP1 MLLE inh,FAS TE block,MT1-MMP act inh,Rpn11 inh,MsrA act,eLon inh
CCc1noc(C)c1C(=O)Nc1nc2ccc(OC)cc2s1,0.3,-0.4,-3.8,-3.4,2.1,18.3,i,-12.0,4.4
O=C(C1=C(O)C(=O)N(c2ncccn2)C1c1ccc(Cl)c(Cl)c1)c1ccco1 (stereo not given),-0.4,4.3,48.3*,-36.6,-0.2,-37.0,+,-5.8,-49.9
CCCCn1c(N)c(N(CCC(C)C)C(=O)C2CC(=O)N(CCc3ccc(OC)c(OC)c3)C2)c(=O)[nH]c1=O (stereo not given),-1.3,2.6,2.5,-0.8,-5.6,4.3,i,-7.3,-10.2

Following part:
Structure,MsrA inhibitor,Rin1 Abl inh,CSN inh,PABP1 MLLE inh,FAS TE block,MT1-MMP act inh,Rpn11 inh,MsrA act,eLon inh
Cc1ccc2nc3c(c(C(=O)OCC(=O)NC4CCS(=O)(=O)C4)c2c1)CCCC3 (stereo not given),0.9,-0.3,-9.3,-6.5,-5.0,-0.8,i,-7.7,0.2
Cc1nnc(SCC(=O)NCC2CCCO2)n1Cc1ccccc1 (stereo not given),0.5,6.2,1.8,13.7,-4.5,x,i,-12.4,2.9
CC(C)(C)CN1C(N)=NC[C@@H]1c1ccccc1,-1.3,-1.0,-2.6,2.5,-14.9,3.0,i,-1.9,-4.0
OC1(CN2CCOCC2)C2CN3CCN(C2)CC1(c1ccccc1)C3 (stereo not given),-1.0,1.2,6.1,3.2,-1.1,-26.0,i,-10.5,-10.2
Cc1cc(NCCOCCO)n2ncc(-c3ccc(Cl)cc3)c2n1,2.4,1.6,-0.2,5.8,8.3,-20.0,i,3.4,-2.4
COc1ccc(-c2c(C)n([O-])c(C)c(C)[n+]2=O)cc1,0.8,-0.3,-2.1,3.5,-10.5,4.2,i,-2.4,-3.1
Cc1ccccc1C(=O)NC1CCN(C(=O)N(c2ccccc2)c2ccccc2)CC1,-1.6,0.8,-2.4,-1.3,-4.9,-14.4,i,-3.9,-0.2
Cc1ccc(C(=O)Nn2c(O)c(C=C3N=c4ccccc4=N3)sc2=S)cc1,3.1,2.0,5.5,-26.1,-3.5,0.1,i,-2.9,26.3*
CCN1CCN(c2ccc(NC(=O)c3cccc(F)c3)cc2Cl)CC1,-1.3,0.8,3.1,20.4,-4.4,0.9,i,-3.0,-1.0
O=C1C=C(c2ccc3ccccc3c2)C[C@@H](c2ccc(Cl)cc2)C1,0.5,-1.0,-5.2,-7.0,20.8,2.0,i,-3.1,0.2
O=C(Nc1ccccc1C(=O)N/N=C/c1ccco1)c1ccc(Cl)cc1,3.7,-0.3,5.0,-6.7,2.3,0.7,i,-2.3,-7.6
CC(NC(=O)C1CCC1)c1ccccc1 (stereo not given),-0.4,-0.5,-3.6,-1.8,-4.5,-4.7,i,-4.5,-5.7
CCOC(=O)c1ccc(NC(=O)C(=O)NCc2ccncc2)cc1,0.2,0.4,1.2,3.5,-13.5,0.7,i,-10.4,1.5
COc1cc(OC)cc(-c2c(-c3cccs3)c3cc(-c4ccc5[nH]ccc5c4)ccc3n2C)c1,2.6,4.3,1.7,-14.8,43.5,-4.6,i,-4.2,-36.3
Cc1ccc2c(c1)C(=O)C(=O)N2Cc1ccc(C(F)(F)F)cc1,0.6,-3.4,0.3,0.5,20.9,-1.7,i,2.2,9.8
O=C1C(=O)N(C2CCCC2)C(=O)N1Cc1c(F)cccc1Cl,-1.1,1.0,-15.5,-3.9,-0.6,-0.3,i,-4.6,1.8

Source: PubChem (several laboratories)

Not a hit list; 3.7% or so of the library scored in one or more.
